From PubChem
Fluorescein fluor: qHTS Assay for Spectroscopic Profiling in Fluorescein Spectral Region | Compound autofluorescence, 480/540 nm, fluorescein-equivalent; hits give high values | max fluorescein-equivalent concentration, M | 59,000 compounds, 0.91% hits | AID 593, 2007; in the data active means max fluorescein-equivalent concentration above about 10 nM; inconclusive means between about 1.1 nM and that limit
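Values reflect compound autofluorescence, normalized to fluorescein on the same plate and reported at each tested concentration. Conditions: 100 mM Tris pH 8.0, room temperature, 15 min, excitation 480 nm, emission 540 nm.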
TexasRed autofl: qHTS Assay for Spectroscopic Profiling in Texas Red Spectral Region; Compound fluorescence, Texas Red channel, 547/618 nm; hits give high values; max dye-equivalent concentration, M; AID 587, 2007; 59,000 compounds, 0.06% hits; in the data active means max dye-equivalent concentration above about 10 nM; inconclusive means between about 1.1 nM and that limit
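Texas Red-region profiling: compounds in 100 mM Tris pH 8.0 were read at 547/618 nm after 15 min at room temperature. Intensities were normalized against a six-point Texas Red standard series to give dye-equivalent concentration.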
Rhodamine fluor: qHTS Assay for Spectroscopic Profiling in Rhodamine Spectral Region; AID 594, 2007; max dye-equivalent concentration, M; Rhodamine-region fluorescence, 547/598 nm, Tris buffer; hits give high values; 59,000 compounds, 0.05% hits; in the data active means max dye-equivalent concentration above about 11 nM; inconclusive means between about 1.1 nM and that limit
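Read-out is relative fluorescence at 547 nm excitation and 598 nm emission, expressed as dye-equivalent concentration using rhodamine standards on every plate. Each compound was profiled across a concentration series after 15 min in 100 mM Tris, pH 8.0.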
Casp7 inh: qHTS Assay for Allosteric/Competitive Inhibitors of Caspase-7; P55210; recombinant caspase-7, Ac-DEVD-AFC fluorescence rate; Potency, µM (series often up to 57.5 µM), without a hit: at the highest dose activity change, negative = inhibition, hits mostly inhibitors; 75,000 compounds, 0.02% hits; AID 889, 2007; active means well fitted inhibition curve with a large enough effect in the main read-out, with a control signal flat, not every such curve was filed as active; inconclusive means small, poorly fitted or top-dose-only effect, or a change in a side signal; further: potency means the concentration at half of the fitted maximal effect; % of control where 0% means no effect
Target sequence (P55210 24-198 limits assumed): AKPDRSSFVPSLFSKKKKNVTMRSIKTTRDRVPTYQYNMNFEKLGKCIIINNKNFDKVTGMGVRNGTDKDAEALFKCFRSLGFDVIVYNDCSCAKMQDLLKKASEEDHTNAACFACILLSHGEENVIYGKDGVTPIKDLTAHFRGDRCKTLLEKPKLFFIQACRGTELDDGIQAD
Target sequence (P55210 207-303 limits assumed): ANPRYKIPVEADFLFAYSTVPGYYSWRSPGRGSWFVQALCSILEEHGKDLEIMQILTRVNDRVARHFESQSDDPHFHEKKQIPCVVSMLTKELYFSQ
BRCT PPI green: qHTS Assay for Inhibitors of BRCT-Phosphoprotein Interaction (Green Fluorophore). BRCA1 BRCT-phosphopeptide binding, green fluorescence polarization. Potency, µM (top dose mostly 76.9 µM), for inactives: at the top dose activity change, negative = inhibition, usual class: inhibitors. 75,000 compounds, 0.05% hits. AID 875, 2007;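 further: potency means the concentration at half of the fitted maximal effect; plate controls were peptide without protein for full effect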
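Compounds were incubated for 12 min at room temperature with a complex of 100 nM fluorescein-tagged pBACH1 decapeptide and 250 nM His-tagged BRCT protein. Buffer was phosphate pH 7.3 with EDTA, DTT and Tween 20. Disruption of binding lowers the polarization signal.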
USP2a inh: qHTS Assay for Inhibitors of Ubiquitin-specific Protease USP2a. Potency, µM (top dose mostly 38.3 µM), for inactives: top-dose activity change, negative = inhibition, actives largely listed as inhibitors. USP2a enzymatic assay, qHTS inhibition. 60,000 compounds, 0.1% hits. Ubiquitin carboxyl-terminal hydrolase 2 (Homo sapiens), O75604. AID 927, 2007;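 further: potency means the concentration at half of the fitted maximal effect; nearly all actives have a fitted effect of over 60% in size; plate controls were DMSO for no effect and NEM full inhibition control for full effect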
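20 nM USP2 core + cpd, 30 min RT; add 20 nM Ub-PLA2/20 uM NBD C6-HPC; read Ex460/Em535 at 0 h and 2.5 h. Normalized to NEM; qHTS curve fit/classification.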
4MU fluor: qHTS Assay for Spectroscopic Profiling in 4-MU Spectral Region; compound autofluorescence, 340/450 nm, 4-MU equivalents; hits give high values; max dye-equivalent concentration, M; 59,000 compounds, 11% hits; in the data active means max dye-equivalent concentration above about 10 nM; inconclusive means mostly about 1.1 nM to 9.6 nM
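Intrinsic fluorescence at 340/450 nm (ex/em) was read after 15 min at room temperature in pH 8.0, 100 mM Tris. Each compound concentration expressed as 4-MU-equivalent concentration from a six-point 4-MU standard series on each plate.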
HEK293 cAMP cs: qHTS Assay for Agonists of the Thyroid Stimulating Hormone Receptor: Activators of Intracellular cAMP Concentrations in Parental HEK 293; parental HEK293 CNG cAMP sensor, membrane potential fluorescence; 73,000 compounds, 2.5% hits; Potency, µM (highest dose often 57.1 µM), without a hit: at the highest dose activation, usual class: activators; further: potency means the concentration at half of the fitted maximal effect; % of control where 0% means no effect; nearly all actives have a fitted effect of over 55% in size
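Parental HEK 293 cells stably expressing a cAMP-gated CNG channel were loaded with membrane potential dye containing 100 uM RO 20-1724 for 60 min. Compound added for 30 min; depolarization read as fluorescence intensity at 590 nm.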
Caspase-1 inhib: qHTS Assay for Allosteric/Competitive Inhibitors of Caspase-1; P29466; Caspase-1 enzyme, Ac-WEHD-AFC fluorogenic rate; Potency, µM (top dose mostly 57.5 µM), for the others: at the highest dose activity change, negative = inhibition, usual class: inhibitors; 75,000 compounds, 0.03% hits; AID 900, 2007;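 further: potency means the concentration at half of the fitted maximal effect; plate controls were vehicle for no effect and no substrate for full effect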
Target sequence (P29466 120-297 limits assumed): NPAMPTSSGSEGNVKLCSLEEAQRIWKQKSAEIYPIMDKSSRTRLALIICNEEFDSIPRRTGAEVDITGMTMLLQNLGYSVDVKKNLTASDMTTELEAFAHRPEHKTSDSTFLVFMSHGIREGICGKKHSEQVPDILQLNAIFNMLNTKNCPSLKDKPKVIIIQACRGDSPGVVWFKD
Target sequence (P29466 317-404 limits assumed): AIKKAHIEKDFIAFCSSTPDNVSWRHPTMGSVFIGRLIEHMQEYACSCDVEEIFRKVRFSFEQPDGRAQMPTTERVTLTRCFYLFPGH
A350 autofl: qHTS Assay for Spectroscopic Profiling in A350 Spectral Region; Compound autofluorescence, 340/450 nm, Alexa 350 dye-equivalents; hits give high values; max dye-equivalent concentration, M; 59,000 compounds, 11% hits; in the data active means max dye-equivalent concentration above about 10 nM; inconclusive means mostly about 1.1 nM to 9.6 nM
BRCT PPI red: qHTS Assay for Inhibitors of BRCT-Phosphoprotein Interaction (Red Fluorophore) | Breast cancer type 1 susceptibility protein (Homo sapiens), P38398 | BRCT-phosphopeptide binding, red fluorescence polarization | Potency, µM (highest dose often 76.9 µM), without a hit: top-dose activity change, negative = inhibition, actives largely listed as inhibitors | 75,000 compounds, 0.03% hits; further: on the % scale 0 is the no-effect control and ±100 the full control effect
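Rhodamine-labelled pBACH1 10-mer (100 nM) bound to BRCT domain (100 nM) at pH 7.3; compounds incubated 12 min room temperature, polarization read. Free peptide defines full inhibition; unlabelled decapeptide titrated as control.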
* hit, by the source's call; i = inactive; u = inconclusive; x = not tested or not shown; [ ] = remark or other dose. Unless noted, the call rests on the fitted dose curve; in most records, active means well fitted curve in the direction sought with a large enough effect; inconclusive means small, poorly fitted or top-dose-only effect, or another doubt; inactive means no such curve, though single readings can be large; an effect the other way counts as inactive or inconclusive. Some of the compounds tested. The share of hits here may be higher or lower than overall.

SMILES	Fluorescein fluor	TexasRed autofl	Rhodamine fluor	Casp7 inh	BRCT PPI green	USP2a inh	4MU fluor	HEK293 cAMP cs	Caspase-1 inhib	A350 autofl	BRCT PPI red
O=C(CSc1nnc(COc2ccccc2)o1)Nc1nccs1	x	x	x	-4.1%	-1.9%	x	x	u	-1.7%	x	0.2%
COc1ccc(C2C(C(=O)Nc3cc(C)on3)c3ccccc3C(=O)N2C)cc1OC (stereo unspecified)	i	i	i	0.3%	-1.5%	6.6%	1.04e-07M*	-5.6%	0.0%	1.3e-07M*	-1.0%
CCCCOC(=O)CSc1nc2c(c(=O)[nH]c(=O)n2C)n1C/C=C(\C)Cl	i	i	i	0.4%	0.8%	9.7%	i	1.4%	0.7%	i	1.3%
O=C1CC(c2ccc(Cl)cc2)CC(O)=C1C=NCCN1CCNCC1 (stereo unspecified)	x	x	x	-0.7%	1.7%	-0.2%	x	6.7%	-1.1%	x	0.2%
O=C(CSc1nnc(CNC(=O)c2cccs2)o1)Nc1ccc2c(c1)OCO2	i	i	i	-1.9%	0.7%	17.8%	i	-11.7%	-0.8%	i	-0.4%
CCOC(=O)N1CCC(NC(=O)c2cc3ccccn3n2)CC1	x	x	x	-2.6%	1.1%	x	x	-1.0%	2.5%	x	0.2%
CCOC(=O)c1ccc(NC(=O)Cn2nnc(-c3ccccc3)n2)cc1	i	i	i	-3.3%	0.5%	2.1%	i	7.5%	-0.2%	i	-0.3%
N=c1c2c(-c3ccccc3)c(-c3ccccc3)n(Cc3ccco3)c2ncn1CCN1CCOCC1	i	i	i	-1.4%	0.4%	31.5%[activator]	i	u	-0.5%	i	0.1%
CCCCOc1cccc(C(=O)O)c1	i	i	i	1.9%	-2.5%	0.8%	i	-0.4%	-1.8%	i	-1.1%
CCC(O)CNc1nc(SC)nc2sc3c(c12)CCN(C)C3 (stereo unspecified)	i	i	i	0.5%	-0.9%	8.3%	i	4.5%	-0.4%	i	-1.4%
COc1ccccc1CNC(=O)CCC(=O)Nc1nnc(C)s1	i	i	i	1.2%	0.1%	-0.9%	i	-2.6%	-1.2%	u	0.1%
CCC(C)NC(=O)C1CCCN(S(=O)(=O)c2ccc(-n3cnnn3)cc2)C1 (stereo unspecified)	u	u	i	-2.5%	-4.0%	9.6%	i	4.1%	1.2%	i	1.6%
CNC(=O)C1CC(=O)N(Cc2ccc3c(c2)OCO3)C(=Nc2ccc(OC)cc2)S1 (stereo unspecified)	i	u	i	2.1%[0.00368 µM]	-0.9%	12.0%	i	6.8%	-2.4%	i	-0.6%
Cc1cc(/C=C(/C#N)c2cccc(F)c2)c(C)n1-c1cccnc1	i	u	i	-12.4%	-0.3%	1.0%	i	19.9%	-12.1%	i	1.0%
O=C(N1CCOCC1)N1CCCN(C(=O)N2CCOCC2)CC1	i	i	i	-0.3%	1.0%	-1.9%	i	13.2%	2.1%	i	0.6%
COc1cc(CNc2ncn[nH]2)cc(Br)c1OC	i	u	i	-1.2%	0.5%	7.3%	i	0.3%	0.3%	u	1.0%
CN=c1scc(C)n1/N=C/c1ccc2c(c1)OCO2	u	i	i	-7.1%	-1.2%	7.0%	u	-17.7%	-9.0%	u	2.0%
Cn1c(=O)c2[nH]c(-c3cccnc3)nc2n(C)c1=O	u	i	i	-0.5%	-0.4%	-3.6%	i	u	-1.0%	i	0.2%
CC(C)CNC(=O)c1cccc(NC(=O)c2ccc(NC(=O)c3ccco3)cc2)c1	u	i	i	1.5%	-0.9%	12.8%	i	-2.1%	-0.4%	i	0.5%
COc1ccc2[nH]c(=O)c(CN(C(=O)c3ccccn3)C3CCCCC3)cc2c1	i	i	i	-2.4%	3.2%	18.5%	1.77e-07M*	0.1%	-3.2%	2.35e-07M*	-0.1%
COc1ccc(S(=O)(=O)Nc2ccc3c(c2)OCO3)cc1OC	i	i	i	-7.0%	-0.7%	31.3%[activator]	i	4.7%	-0.7%	i	-0.1%
Nc1ccc(-c2ccc(N)c(O)c2)cc1O	x	x	x	-18.9%	-5.1%	x	x	26.1%	-18.4%	x	0.5%
Cc1cc(NC(=O)c2cc(-c3cccs3)on2)nn1Cc1ccc(Cl)cc1	i	i	i	0.5%	-0.4%	2.2%	i	22.6%	-1.8%	i	-2.8%
O=C(c1ccc(C#CC2(O)CCCCC2)cc1)N1CCOCC1	i	u	i	-2.0%	0.9%	3.3%	i	-4.3%	-0.3%	i	1.6%
COC(=O)c1ccc(CN(c2ccc(C)cc2)S(=O)(=O)c2ccc3c(c2)OCCO3)o1	u	u	i	-0.6%	-1.1%	-0.6%	i	24.2%	-2.5%	i	0.2%
Remaining list, next part
SMILES	Fluorescein fluor	TexasRed autofl	Rhodamine fluor	Casp7 inh	BRCT PPI green	USP2a inh	4MU fluor	HEK293 cAMP cs	Caspase-1 inhib	A350 autofl	BRCT PPI red
CCn1c(COc2ccccc2C)nnc1SCC(=O)Nc1ccc2c(c1)OCCO2	i	i	i	-1.5%	-0.4%	x	i	23.8%	-1.5%	i	0.5%
Cc1ccccc1-n1c(SC/C(O)=C(\C#N)c2nc3ccccc3[nH]2)nnc1-c1ccncc1	u	i	i	-12.9%	10.5%	24.4%	u	u	-11.8%	u	1.3%
COc1ccc(OCc2ccc(-c3nc4ccccc4c(=O)n3N)o2)cc1	i	i	i	-5.0%	4.6%	40.2%[activator]	i	u	-5.0%	i	-3.8%
CCOC(=O)c1ccc(Nc2ncnc3nc[nH]c23)cc1	i	i	i	0.4%	-1.8%	11.3%	i	-0.5%	-1.3%	i	0.3%
CCOc1cc(N2CCOCC2)c(OCC)cc1NS(=O)(=O)c1ccc(Cl)s1	u	i	i	-0.7%	-0.7%	3.7%	i	9.7%	-1.2%	i	-0.7%
Cc1occc1C(=O)Nc1ccccc1C(=O)O	x	x	x	0.4%	0.8%	-10.8%	x	15.2%	0.8%	x	-2.5%
CN(Cc1c(F)cccc1Cl)c1ccc(S(=O)(=O)N2CCOCC2)cn1	i	i	i	-1.5%	0.6%	1.9%	i	u	-0.5%	i	-0.2%
c1ccc(CCc2nc(-c3ccncc3)no2)cc1	i	i	i	-0.7%	-0.1%	10.3%	i	19.6%	-0.2%	i	-0.5%
Cc1nn2c(C(F)(F)F)cc(-c3ccc(Cl)cc3)nc2c1C(=O)N1CCOCC1	x	x	x	-10.4%	-0.9%	4.7%[7.66 µM]	x	3.8%[11.4 µM]	-12.5%	x	-0.9%
COC(=O)CSc1nnc([C@H](Cc2ccccc2)NC(=O)OC(C)(C)C)o1	i	i	i	0.2%	-1.8%	6.0%	i	10.1%	0.3%	i	0.1%
CC(C)(C)n1ncc2c(=O)n(Cc3ccc(Cl)cc3Cl)cnc21	i	i	i	-3.6%	-1.4%	-3.6%	i	u	-3.4%	i	0.4%
CCc1nc(N)c(C#N)c(-c2ccc(OC)c(OC)c2)c1C	i	i	i	-2.3%	-3.4%	32.5%[activator]	5.65e-08M*	11.8%	-0.2%	9.74e-08M*	-0.6%
c1cncc(-c2csc(NCc3ccco3)n2)c1	x	x	x	-0.8%	-3.9%	x	x	11.2%	0.1%	x	-1.5%
O=S(=O)(c1cccc(-c2nc3ccccc3s2)c1)N1CCCC1	i	i	i	-1.4%	-1.5%	-3.6%	i	u	-0.4%	i	-0.9%
CCCCOC(=O)n1ccc(C(=O)Nc2ccccc2OC)n1	i	i	i	-0.9%	0.4%	-4.1%	i	17.3%	-1.9%	u	0.2%
COc1ccc(C(CNC(=O)COc2ccccc2C#N)N2CCOCC2)cc1 (stereo unspecified)	i	i	i	-1.7%	-0.4%	4.3%	u	19.5%	2.8%	u	0.3%
CC(=O)NC12CC3CC(C1)CC(C(=O)OCC(=O)Nc1ncc(Cl)cc1Cl)(C3)C2	u	i	i	-7.5%	1.2%	23.2%	i	-13.5%	-3.1%	u	-2.6%
CC(=O)Nc1ccc(S(=O)(=O)N(C)c2ccc(O)cc2)cc1	u	i	i	-0.3%	-0.6%	-1.3%	i	2.1%	-0.8%	i	0.3%
COc1nc(-c2ccccc2)ccc1-c1noc(C)n1	u	u	i	-1.0%	-0.1%	12.3%	i	5.1%	-2.6%	u	-2.1%
CCn1c(NC(=O)Nc2ccccc2OC)nc2ccccc21	u	i	i	-0.6%	1.1%	-3.9%	i	1.6%	-0.6%	i	-1.8%
Cc1cc(NC(=O)CSC2=NCCS2)no1	u	i	i	-0.1%	-1.5%	-5.2%	i	-2.2%	1.0%	i	-0.3%
O=C1CCc2cc(S(=O)(=O)N3CCC(C(=O)NCCC4=CCCCC4)CC3)ccc2N1	x	x	x	-2.1%	-2.2%	x	x	u	-1.7%	x	-1.9%
CCCOc1ccc(-c2cnc(SCC(N)=O)nc2N)cc1	u	i	i	-1.4%	1.2%	1.9%	i	u	-0.3%	i	0.5%
